# Source: PubChem (several laboratories)
# STEP block: STEP (human) phosphatase inhibition; AID 588621; inhibition, % at 20 µM; P54829; 0.25% of 360,000 active; recombinant STEP, OMFP fluorogenic substrate, fluorescence;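 active means inhibition at 20 µM, scaled per plate between control wells, above about 37%, limit read from the data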;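 further: 0% = DMSO with enzyme and substrate and 100% = substrate only without enzyme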
#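 System: isolated STEP enzyme; schedule: 20 min enzyme reaction at room temperature, protected from light; medium: Bis-Tris buffer pH 6.0, 2.5 mM DTT, 0.005% Tween 20; signal: fluorescence, 480/540 nm; dosing: single compound dose of 20 µM, 1% DMSO final; also added: OMFP substrate, 25 µM final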
# Rpn11 block: inhibitors of human proteasome Rpn11; O00487; human 26S proteasome, Ub4-pepOG fluorescence polarization; 20S core pre-blocked with epoxomicin; calls only at 20 µM; 0.59% of 360,000 active; AID 588493;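 active means inhibition at 20 µM, scaled to each plate's controls, above about 33%, limit read from the data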
# Rin1 Abl inh: inhibitors of human Rin1-Abl protein interaction. P00519+Q13671. TR-FRET Rin1/Abl binding, biochemical. inhibition, % at 7.35 µM. 0.4% of 360,000 active. AID 588664; in the data active means inhibition above about 5%, passing the limit was not always enough
# Scp1 inh: blocks human Scp-1 phosphatase activity. Q9GZU7. Recombinant Scp1, phosphopeptide, malachite green phosphate absorbance. inhibition, % at 20 µM. 0.88% of 340,000 active. AID 493091;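 active means inhibition above about 50% at 20 µM, limit read from the data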;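 further: plate controls were DMSO wells with enzyme for no effect and wells lacking enzyme for full effect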
#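 Test system: SCP-1 phosphatase catalytic domain, residues 76-261 | Compound dosing: One concentration, 20 µM, with 1.0% DMSO | Schedule: 45 min room-temperature reaction, 5 min colour, 30 min stabiliser | Detection: Absorbance at 630 nm | Read-out basis: % inhibition of SCP-1 phosphate liberation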
# Neddyl block: cullin neddylation inhibition | 0.58% of 360,000 active | P61081+Q13564 | TR-FRET cullin neddylation, biochemical | calls only at 25 µM | AID 651699; in the data active means inhibition above about 36%
# SUMO1 PPI mod: modulators of human SUMO1-mediated protein-protein interactions | 0.33% of 360,000 active | inhibition, % at 20 µM | SUMO1 binding to a labelled peptide, TR-FRET, 1 h; in the data active means inhibition above about 37%
# DNMT1 block: inhibitors of human DNMT1; DNMT1 molecular beacon, Hinp1I cleavage, fluorescence; inhibition (reported as % activation of signal), % at 10 µM; 0.83% of 360,000 active; AID 588458; in the data active means inhibition above about 50%
# LMPTP inh: blocks human LMPTP phosphatase | P24666 | recombinant LMPTP-A, OMFP fluorogenic substrate, fluorescence intensity | inhibition, % at 20 µM | 0.22% of 360,000 active;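 active means compounds that cut the enzyme signal by at least half of the control window in the single-dose screen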;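 further: plate controls were DMSO wells with enzyme plus substrate for no effect and substrate without enzyme for full effect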
#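 Test system: LMPTP-A phosphatase enzyme. Amount: LMPTP-A at 0.625 nM final in the reaction. Reagent: OMFP substrate, 400 µM final. Times: 50 min at room temperature. Signal: endpoint fluorescence intensity from OMFP dephosphorylation. Read-out basis: % inhibition. Benchmarks: no-enzyme and uninhibited controls.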
# CSN inh: blocks human CSN-mediated cullin deneddylation; 0.38% of 360,000 active; inhibition, % at 12.5 µM; Purified CSN, SCF-Nedd8-OG deneddylation, fluorescence polarization;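 active means pattern-corrected inhibition above about 35%, with an unprinted fluorescence ratio check between 0.5 and 1.5, limit read from the data, passing the limit was not always enough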;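 further: 0% = enzyme with substrate and 100% = substrate without enzyme; some results filed as inactive read as strong as hits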
#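 assay system = purified human Csn5 enzyme expressed in HEK293T cells | amount = 0.24 nM enzyme | buffer or medium = Tris/NaCl/DTT buffer, pH 7.5 | reagent = 10 nM SCFSkp2-Nedd8OG | compound = one concentration, 12.5 µM, 0.25% DMSO | times = 90 min reaction at room temperature | signal = FP | read-out basis = % inhibition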
# NadD block: inhibitors of Staphylococcus aureus NadD. purified NadD enzyme, colorimetric absorbance read-out. inhibition, % at 20 µM. 0.78% of 360,000 active. AID 602399; in the data active means inhibition above about 26%; further: some compounds past the cut are filed as inactive
# * hit, by the source's call; i = inactive; / = not tested or not shown; + = active, no number.
# Start of the data: the first twelve entries as a preview:
SMILES,STEP block,Rpn11 block,Rin1 Abl inh,Scp1 inh,Neddyl block,SUMO1 PPI mod,DNMT1 block,LMPTP inh,CSN inh,NadD block
O=C(Cn1nnc2ccccc21)NNC(=S)NC1CCCCC1,-1,i,5,-1,i,5,-6,-0.6,7,4
COc1ccc(Nc2nc(-c3cccc([N+](=O)[O-])c3)nc3ccccc23)cc1,-2,i,5.7*,15,i,-1,-12,4.6,-15,19
CC1(C(=O)NS(=O)(=O)c2cccc(F)c2)CCN1C(=O)Cc1cc(F)ccc1F (centres undefined),-1,i,-5,/,i,4,2,-3.0,-1,-4
O=C(c1ccc(Cl)c(NC2=NC3CS(=O)(=O)CC3S2)c1)N1CCN(c2ccccc2)CC1 (centres undefined),1,i,2,-9,i,1,0,-2.2,-3,-2
O=C(CN(Cc1ccco1)C(=O)CNS(=O)(=O)c1ccc(Cl)cc1)NCc1ccco1,1,i,2,1,i,4,-1,-0.4,3,3
C/C(=N/NC(=O)c1cccs1)c1cccc(NC(=O)C2CC2)c1,0,i,-1,0,i,-3,0,0.9,-2,1
COc1ccc(-c2nc3c(Cl)cc(C(F)(F)F)cn3c2Cc2ccccc2C(F)(F)F)cc1OC,/,/,/,/,i,4,/,0.3,7,14
COc1cc(S(=O)(=O)n2c(C)nc3ccccc32)ccc1F,3,i,1,-6,i,-3,1,-2.4,2,-1
CCOC(=O)C(C)N1c2cccc3cccc(c23)S1(=O)=O (centres undefined),0,i,-1,/,i,-9,7,-0.4,-7,-1
CCN(CC)C(=O)CSc1nnc2nnc3cc(Cl)ccc3n12,0,i,-3,7,i,-18,-12,-1.7,-14,-5
COc1ccccc1NC(=O)Cn1nnc(C(=O)Nc2ccccc2)c1N,0,i,-3,-5,i,0,-3,-0.2,3,6
O=C(CN1CCCCCC1)NCCc1ccc(F)cc1,-4,i,-1,-5,i,-2,-4,-2.3,-3,3

# All compounds of this part, from the start:
SMILES,STEP block,Rpn11 block,Rin1 Abl inh,Scp1 inh,Neddyl block,SUMO1 PPI mod,DNMT1 block,LMPTP inh,CSN inh,NadD block
O=C(Cn1nnc2ccccc21)NNC(=S)NC1CCCCC1,-1,i,5,-1,i,5,-6,-0.6,7,4
COc1ccc(Nc2nc(-c3cccc([N+](=O)[O-])c3)nc3ccccc23)cc1,-2,i,5.7*,15,i,-1,-12,4.6,-15,19
CC1(C(=O)NS(=O)(=O)c2cccc(F)c2)CCN1C(=O)Cc1cc(F)ccc1F (centres undefined),-1,i,-5,/,i,4,2,-3.0,-1,-4
O=C(c1ccc(Cl)c(NC2=NC3CS(=O)(=O)CC3S2)c1)N1CCN(c2ccccc2)CC1 (centres undefined),1,i,2,-9,i,1,0,-2.2,-3,-2
O=C(CN(Cc1ccco1)C(=O)CNS(=O)(=O)c1ccc(Cl)cc1)NCc1ccco1,1,i,2,1,i,4,-1,-0.4,3,3
C/C(=N/NC(=O)c1cccs1)c1cccc(NC(=O)C2CC2)c1,0,i,-1,0,i,-3,0,0.9,-2,1
COc1ccc(-c2nc3c(Cl)cc(C(F)(F)F)cn3c2Cc2ccccc2C(F)(F)F)cc1OC,/,/,/,/,i,4,/,0.3,7,14
COc1cc(S(=O)(=O)n2c(C)nc3ccccc32)ccc1F,3,i,1,-6,i,-3,1,-2.4,2,-1
CCOC(=O)C(C)N1c2cccc3cccc(c23)S1(=O)=O (centres undefined),0,i,-1,/,i,-9,7,-0.4,-7,-1
CCN(CC)C(=O)CSc1nnc2nnc3cc(Cl)ccc3n12,0,i,-3,7,i,-18,-12,-1.7,-14,-5
COc1ccccc1NC(=O)Cn1nnc(C(=O)Nc2ccccc2)c1N,0,i,-3,-5,i,0,-3,-0.2,3,6
O=C(CN1CCCCCC1)NCCc1ccc(F)cc1,-4,i,-1,-5,i,-2,-4,-2.3,-3,3
CCCCN1CC(O)=C(c2nc3ccccc3[nH]2)C1=N,3,i,1,-7,i,-1,-2,1.7,4,2
CC(=O)c1ccc(N(CC(=O)NC2CCCC2)C(=O)CNC(=O)c2ccco2)cc1,2,i,2,-10,i,6,1,0.7,1,-7
CCN1CCc2c(C#N)c(N3CCOCC3)nc(NCc3ccccc3)c2C1,-2,i,-2,-3,/,-2,-1,1.8,0,-6
CCCCCCCSc1ncnc2[nH]ncc12,4,i,1,-10,i,3,9,0.2,0,-9
N#Cc1ccc(C(=O)Nc2cc(S(=O)(=O)N3CCOCC3)ccc2N2CCOCC2)cc1,0,i,0,/,i,0,0,-1.4,-1,5
CCOC(=O)C1CCN(C(=O)c2[nH]c3ccc(OC)cc3c2C)CC1,-1,i,-2,-9,i,1,2,-0.4,-3,-3
CCOc1ccc(C2/C(=C(\O)c3ccc4c(c3)OCCO4)C(=O)C(=O)N2CCCn2ccnc2)cc1OC (centres undefined),40,i,-4,-7,i,3,0,-2.5,-2,5
CC1=C(C(=O)OCC(Br)(Br)Br)C(c2cccc([N+](=O)[O-])c2)NC(=O)N1CCCC(=O)O (centres undefined),0,i,1,-11,i,-7,0,0.1,-1,-1
Cc1[nH]c2ccc(C(=O)N3CCN(c4ccc(F)cc4)CC3)cc2c1C,3,i,4,-5,i,2,-6,1.2,-2,0
Cc1cc(F)ccc1S(=O)(=O)Nc1ccccc1C(=O)NCc1ccccn1,-3,i,-1,-4,+,1,4,0.0,-1,0
Cn1c(SCC(=O)NC2CCCCC2)nnc1-c1cccc(N)c1,3,i,-1,-5,i,41*,-1,-1.4,-7,-2
Cc1ccc(SCCN2CCC(NC(=O)OCc3ccccc3)CCC2=O)cc1 (centres undefined),-3,i,2,-11,i,-1,2,-1.0,3,-1
O=C(NC1CCCC1)C1CCN(S(=O)(=O)N2CCCCC2)CC1,-2,i,-1,-8,i,-3,4,-2.5,-7,-10
Nc1ccc(-c2nc3c(Cl)c(N)ccc3[nH]2)cc1,-2,i,1,-7,/,13,-16,2.1,8,25
COc1cccc(NC(=O)Cc2cn(C)c3ccccc23)c1,50*,i,1,-7,i,0,-6,2.2,2,-6
CN(C)c1ccc(-c2nnc(-c3cccnc3)o2)cc1,-1,i,-3,-4,/,-8,-1,2.2,1,1
CC1CCCCN1S(=O)(=O)c1ccc2[nH]c(=O)cc(C(=O)NCCCN3CCCCCC3)c2c1 (centres undefined),-3,i,2,-8,i,-50,-13,17,11,5
COc1cc(NC(=O)COC(=O)CCCC2=NS(=O)(=O)c3ccccc3N2)cc(OC)c1,0,i,5,-9,i,2,-1,-0.7,2,-11
O=C(CN1CCN(c2ccccc2)CC1)Nc1ccncc1,4,i,-1,-6,i,5,1,-1.6,-6,-4
COc1ccc(-c2noc(CSc3nc(N)c(-c4ccccc4)c(=O)[nH]3)n2)cc1,0,i,-3,-8,i,0,1,0.0,2,0
Cc1ccnc(NC(=O)c2cccc(S(=O)(=O)N3CCN(c4ccc(F)cc4)CC3)c2)c1,2,i,-2,-1,i,4,-2,1.7,-1,-5
Cc1c(Br)cc(C(=O)N2CCCCCC2)c(C)c1C,-2,i,1,-4,i,2,1,0.0,4,-3
CN1CCN(c2ccc([N+](=O)[O-])cc2C(=O)c2ccccc2)CC1,-2,i,-5,-7,i,-17,1,-1.0,-7,-3
O=C(/C=C/c1ccccc1)N1CCC(N2CCC(C(=O)N3CCOCC3)CC2)CC1,1,i,0,0,i,-6,-4,0.1,-4,-3
Cc1ccccc1NC1=NC(C)(C)N=C(N)N1,-6,i,-1,-6,i,1,5,0.3,8,-1
CC1(C)CC(=O)C(C=Nc2ccc(O)cc2)=C(O)C1,-1,i,-6,-1,i,-9,-1,-0.1,1,-7
O=C1CCCC2=C1C(c1ccc(O)c(O)c1)Nc1ccc3ncccc3c12 (centres undefined),4,i,0,43,i,11,7,8.8,7,5
O=C(NC1CCCCCC1)c1c(F)c(F)c(F)c(F)c1F,1,i,-2,-8,i,-2,3,-1.4,4,0
COc1ccc(-c2nc(CCl)cs2)cc1OC,4,i,1,3,i,-3,4,-1.4,-3,-1
C/C(=N\O)c1cc(Cl)cc(Cl)c1O,0,i,-3,-14,i,-3,1,0.3,2,-2
Nn1cnc2c(c1=O)C1(CCCCC1)Cc1ccccc1-2,-3,i,2,1,i,-2,2,-0.6,-16,-1
Cc1cccc(C)c1NC(=O)C(NC(=O)c1ccccn1)c1ccc([N+](=O)[O-])cc1 (centres undefined),2,i,2,3,i,-17,-1,0.2,5,-1
CCOC(=O)c1ccc(N/C(=N\S(=O)(=O)c2ccccc2C)c2ccccc2)cc1,-3,i,-2,-11,i,3,-6,4.4,-2,-5
Cc1ccc(S(=O)(=O)Nc2ccc3c(c2)C(=O)N([C@H](C)CO)C[C@H](C)[C@@H](CN(C)Cc2ccccc2)O3)cc1,-2,i,-1,-3,i,2,-3,0.3,-4,-6
[O-][N+]12CCCCC1CCCC2CO (centres undefined),-2,i,-2,3,i,2,1,-1.3,-7,-3
CC(=O)c1cccc(NC(=O)COC(=O)C2CCCN2C(=O)c2cccs2)c1 (centres undefined),-4,i,0,5,i,7,1,-1.3,-1,-1
COc1ccc(N2CCN(C(=O)CCS(=O)(=O)c3ccc4c(c3)CCN4C(=O)C3CC3)CC2)cc1,4,i,-3,24,i,6,11,-1.1,-2,-7
CSc1ccc(COC(=O)CCS(=O)(=O)c2ccc(C)cc2)cc1,0,i,1,-10,i,14,2,2.5,-4,-2
O=C(Nc1nnc(-c2ccco2)o1)c1cccc(N2C(=O)CCC2=O)c1,1,i,-2,-1,i,4,0,-2.9,5,-1
COc1cccc(CN2CC(C(=O)NCCOc3ccccc3F)CCC2=O)c1 (centres undefined),0,i,0,-6,i,3,1,-1.7,-1,1
O=C1C2CC=C(Cl)CC2C(=O)N1CCC[n+]1cccc2ccccc21 (centres undefined),-5,i,-3,-1,i,-19,-4,0.8,2,-2
CCC(=O)NCCCc1nc(-c2ccccc2)no1,0,i,3,1,i,1,0,0.2,-1,-3
CC(=O)N1c2ccccc2C2CCCC[C@H]21 (some centres undefined),1,i,4,-3,i,-2,-1,-1.6,-4,-4
CC(C)N(C(=O)[C@H]1C[C@H](CC(=O)NCCC2=CCCCC2)C(=O)N2CCc3c([nH]c4cc(CCC(=O)N(C)C)ccc34)[C@]12C)C(C)C,1,i,1,4,i,6,0,-1.0,0,2

# Arranged by the number under STEP block (rising): three from the list above
SMILES | STEP block
CC(=O)c1cccc(NC(=O)COC(=O)C2CCCN2C(=O)c2cccs2)c1 (centres undefined) | -4
CN1CCN(c2ccc([N+](=O)[O-])cc2C(=O)c2ccccc2)CC1 | -2
COc1ccc(N2CCN(C(=O)CCS(=O)(=O)c3ccc4c(c3)CCN4C(=O)C3CC3)CC2)cc1 | 4

# Compounds were not picked by outcome. Share with any hit: about 3.8%.
